# Source: PubChem (National Center for Advancing Translational Sciences (NCATS))
# GAA glycogen – GAA glycogen-cleavage inhibition or activation. P10253. recombinant GAA, glycogen substrate, Amplex Red glucose oxidase fluorescence. Potency, µM (highest dose often 76.4 µM), for inactives: at the highest dose activity change, negative = inhibition, hits mostly inhibitors. actives 0.38% (n = 300,000); active = well fitted inhibition curve with a large enough effect;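 note: 0% = full enzyme reaction and -100% = no-enzyme basal signal; the screen sought inhibitors and activators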
#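 Recombinant enzyme (4 nM final) with compounds titrated up to 77 uM and bovine liver glycogen (30 ug) in citrate pH 5.0, 0.01% Tween-20, 37 C 40 min. Released glucose detected by Amplex Red/glucose oxidase (Ex 573/Em 610); AC50 from Hill fits.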
# * = called active by the depositor; [ ] = another dose, or the depositor's remark. Potency is the fitted concentration of half-maximal effect. Not all compounds are listed. The share of hits here may be higher or lower than overall.
item	GAA glycogen	compound
1	1.2%	CC(=O)Nc1ncc(N=Nc2cccc(C(F)(F)F)c2)s1
2	-3.7%[76.3 µM]	CN1C(=O)c2ccc(C(=O)NCc3ccccn3)cc2C1=O
3	-9.6%	NC(=O)CN1C(=O)C(=O)N(Cc2ccccc2)C1=O
4	-1.0%	O=C(N/N=C/c1cc(Br)ccc1OC(=O)c1ccc(Br)cc1)c1ccncc1
5	-9.9%[76.3 µM]	CCCc1cc(=O)[nH]c(SCC(=O)Nc2sc3c(c2C#N)CCCC3)n1
6	1.6%	COc1ccc(-c2nc(N)ncc2-c2ccc(Cl)cc2)c(O)c1
7	1.2%	COc1ccc(S(=O)(=O)Nc2cccc(SC)c2)cc1C(=O)N1CCOCC1
8	6.2%	CC(=O)Nc1ccc(NC2=CC(=O)c3ccccc3C2=O)cc1
9	-13.5%	CCCn1c(SCC(=O)N2CCN(CC)CC2)nc2c1c(=O)n(C)c(=O)n2C
10	-0.2%	Cc1ccc(NC(=O)c2cc3ccccc3cc2O)cc1
11	-5.1%[76.3 µM]	Nc1ccccc1-c1nnn(CC(=O)Nc2ccc3c(c2)OCCO3)n1
12	-9.6%[76.3 µM]	COc1ccccc1/C=C1\SC(=S)N(CC(=O)NC2CCS(=O)(=O)C2)C1=O (centres undefined)
13	-2.6%[76.3 µM]	CC(C)N(Cc1nccn1C)C(=O)c1cc(COc2cccc(C(F)(F)F)c2)on1
14	-7.9%	O=C(/C=C/c1ccccc1)OCCN1C(=O)c2ccccc2C1=O
15	-21.0%	Cc1cccc(N(C(=O)c2csnn2)C(C(=O)NCc2ccccc2)c2ccncc2)c1 (centres undefined)
16	0.5%	Cc1cc(C)nc(NS(=O)(=O)c2ccc(NC(=O)C(C)Oc3ccccc3F)cc2)n1 (centres undefined)
17	3.6%	O=C(O)C1(S(=O)(=O)c2ccc(Cl)cc2)CCC1
18	2.4%[76.3 µM]	O=c1ccc(-c2ccc(S(=O)(=O)Nc3cccc(F)c3)o2)n[nH]1
19	0.7%	CC(C)(C)N=Cc1c(O)ccc2oc3c(c12)CCCC3
20	-6.9%	Cc1c(CC(=O)O)c(=O)oc2cc3occ(-c4ccc(F)cc4)c3cc12
21	5.4%	CCc1ccc2[nH]c(C(=O)N(C)c3ccc(F)cc3F)cc2c1
22	10.2%	Cc1ccccc1-n1ncc2c(SCC(=O)NC3CCCC3)ncnc21
23	2.7%[76.3 µM]	O=C(N/N=C/c1ccc(OC(=O)c2cccc(F)c2)cc1)c1cccnc1
24	3.0%	O=C(NNC(=O)c1cc(Cl)ccc1O)c1cccs1
25	-6.5%	COC(=O)c1cccc(NC(=O)CSc2nnc(C3CC3)n2C)c1
26	1.0%	CN(Cc1nnc(-c2ccc(F)cc2)o1)c1ccccc1
27	1.8%[76.3 µM]	O=C(NCCCN1CCOCC1)c1ccc2c(c1)N(Cc1ccc(Cl)cc1)C(=O)c1ccccc1S2=O (centres undefined)
28	3.5%[76.3 µM]	Cc1nc(SCCc2ccccc2)[nH]c(=O)c1C
29	-4.1%[76.3 µM]	COc1ccc(C(=O)Nc2ccccc2C(=O)Nc2ccncc2)cc1
30	2.0%	COCCCNC(=O)Cc1c(C)c2c(cc(C)c3c(C)c(C)oc32)oc1=O
31	-4.9%	Cc1ccc(C(=O)CC(=O)c2ccccc2C)c(O)c1
32	-9.8%[76.3 µM]	Cc1cccc(NC(=O)C2CCN(C(=O)c3ccco3)CC2)c1C
33	-1.8%[76.3 µM]	COc1ccc(C(=O)OCCCOC(=O)c2ccc(OC)cc2OC)c(OC)c1
34	-7.2%	NC(=O)c1cc2ccccc2o/c1=N/NC(=O)c1cccc(F)c1
35	-12.1%[76.3 µM]	CCc1ccc(CN(C)C(=O)C2CCC(=O)N(CC3CCCCC3)C2)cc1 (centres undefined)
36	5.5%	Cc1c(C(=O)N/N=C/c2cccnc2)sc(N)c1C#N
37	0.2%[76.3 µM]	COc1ccc(C(=O)Nc2ccccc2C(=O)NCC2CCCO2)cc1 (centres undefined)
38	-16.0%	Cc1cc(NC(=O)CSc2nnnn2-c2ccccc2F)no1
39	1.5%[76.3 µM]	CCOC(=O)C1CCN(C(=O)CCc2nnc3ccc(NCc4ccco4)nn23)CC1
40	-6.6%[76.3 µM]	Cc1cc(=O)oc2c(C)c(OC(C)C(=O)NCCCN3CCOCC3)ccc12 (centres undefined)
41	4.3%	O=C1c2ccccc2-c2nc3ccccc3cc21
42	6.4%[76.3 µM]	COCC1CCCN(C(=O)c2ccc3oc(Cc4ccc(Cl)cc4)nc3c2)C1 (centres undefined)
43	-2.7%[76.3 µM]	O=C(CSc1nnc(-c2ccc(F)cc2)o1)N1CCCCC1
44	-10.5%[76.3 µM]	N#CC1(NC(=O)COC(=O)C23CC4CC(CC(O)(C4)C2)C3)CCCCC1
45	-0.7%	Cc1cccc(-n2c(CNC(=O)c3ccc(S(=O)(=O)N4CCCCC4)cc3)n[nH]c2=S)c1
46	7.1%	CCOc1ccc(N(CC(=O)NC2CC2)S(=O)(=O)c2ccc(C)cc2)cc1
47	-8.5%[76.3 µM]	CCCc1cc(=O)oc2cc(OCC(=O)NC3CCN(Cc4ccccc4)CC3)ccc12
48	6.1%	COc1cc(/C=C/C(=O)N[C@@H](Cc2c[nH]c3ccccc23)C(=O)O)ccc1O
49	-0.1%[76.3 µM]	O=C(CCN1C(=O)/C(=C\c2cccc(Br)c2)SC1=S)N1CCOCC1
50	5.1%	Cc1ccccc1OCCCN1CCOCC1
51	3.5%	Cc1ccc(CNC(=O)CSc2nnc3c(n2)[nH]c2ccccc23)cc1
52	-3.4%	O=[N+]([O-])c1cc([N+](=O)[O-])c2cc3ccccc3nc2c1
53	-5.0%	COCCN1CC(=O)N2C(c3cccc(OC)c3)c3[nH]c4ccccc4c3C[C@H]2C1=O (some centres undefined)
54	-8.3%	O=C(O)c1ccc(Nc2ncnc3ccccc23)cc1
55	1.6%[76.3 µM]	CCC(=O)N1c2ccc(S(=O)(=O)N3CCCC3)cc2CC1C (centres undefined)
56	6.2%	COc1ccccc1NC(=O)Cc1nnc(SCC(=O)c2ccc(F)cc2)n1C
57	-0.6%	O=C(NCc1ccccc1)C(c1cccnc1)N(C(=O)c1ccccn1)c1cccc(F)c1 (centres undefined)
58	5.3%	CC(NC(=O)c1ccc(F)cc1)C1CC2CCC1C2 (centres undefined)
59	-1.8%[76.3 µM]	N=c1c(C(=O)NCCN2CCOCC2)cc2c(=O)n3ccccc3nc2n1CCc1ccccc1
60	-9.3%	CCC(C)NC(=O)c1ccc2nc(-c3ccc(OC)c(OC)c3)c(-c3ccc(OC)c(OC)c3)nc2c1 (centres undefined)

# Fetched one by one from the entries so far (four):
item	GAA glycogen	compound
32	-9.8%[76.3 µM]	Cc1cccc(NC(=O)C2CCN(C(=O)c3ccco3)CC2)c1C
33	-1.8%[76.3 µM]	COc1ccc(C(=O)OCCCOC(=O)c2ccc(OC)cc2OC)c(OC)c1
45	-0.7%	Cc1cccc(-n2c(CNC(=O)c3ccc(S(=O)(=O)N4CCCCC4)cc3)n[nH]c2=S)c1
48	6.1%	COc1cc(/C=C/C(=O)N[C@@H](Cc2c[nH]c3ccccc23)C(=O)O)ccc1O

# (next part)
item	GAA glycogen	compound
61	1.0%	CN(C)CCCn1cnc2c1c(=O)[nH]c(=O)n2Cc1ccccc1
62	2.7%	Cc1ccc(N2CC(C(=O)N3CCC(C(=O)Nc4nnc(C(C)C)s4)CC3)CC2=O)cc1 (centres undefined)
63	-4.7%[76.3 µM]	CCOc1ccc(N(C)S(=O)(=O)c2cnc[nH]2)cc1
64	0.1%	COc1ccc(C(C(=O)NC(C)(C)C)N(C(=O)CCC(=O)Nc2cc(C)on2)c2cccc(C)c2C)cc1 (centres undefined)
65	-16.4%[76.3 µM]	Cc1cc(SCc2ccc(Cl)c(Cl)c2)nc(=O)[nH]1
66	-0.9%[76.3 µM]	CCOc1ccccc1NC(=O)NCc1ccccn1
67	-0.2%[76.3 µM]	Cc1cc(C)cc(C(=O)N2CCC(CCC(=O)NC3CC3)CC2)c1
68	-5.6%[76.3 µM]	O=C(CCN1C(=O)S/C(=C\c2ccccc2)C1=O)NC1CCS(=O)(=O)C1 (centres undefined)
69	-12.5%	Cc1ccnc(NC(=O)c2cccc(OC(F)F)c2)n1
70	-6.1%[76.3 µM]	O=C(CCOc1ccccc1)Nc1ccnn1C1CCN(Cc2ccc(F)cc2)CC1
71	-0.7%	COCCn1nnnc1C(c1cccc(OC)c1OC)N1CCN(C(=O)c2ccco2)CC1 (centres undefined)
72	4.1%	NS(=O)(=O)c1ccc(NC(=O)Cn2nc(C(=O)O)c3ccccc3c2=O)cc1
73	6.1%	Cc1ccc(C(=O)/C=C/c2cc(Br)cc(Br)c2O)o1
74	5.5%	O=C(CCOc1ccccc1)Nc1ccccc1F
75	0.8%[76.3 µM]	CC(=O)Nc1ccc(S(=O)(=O)N(C)CC(=O)OCCOc2cccc(C)c2)cc1
76	-1.5%	Cc1cc(N2CCOCC2)nc2ccc(NC(=O)CCC(=O)N3CCN(c4ccccc4)CC3)cc12
77	-2.0%	CCOc1ccc(NS(=O)(=O)c2csc(C(N)=O)c2)cc1
78	-9.4%[76.3 µM]	O=C(Cc1ccccc1)NCC(=O)OCc1cccc([N+](=O)[O-])c1
79	12.7%	Cc1ccc(C(=O)C2CCN(CC(=O)NC3CCCC3)CC2)cc1
80	-10.9%	COc1ccc(-n2ccc(=O)c(C(=O)O)n2)c(OC)c1

# By substructure, the entries above with an aryl methoxy group (13)
item	GAA glycogen	compound
6	1.6%	COc1ccc(-c2nc(N)ncc2-c2ccc(Cl)cc2)c(O)c1
7	1.2%	COc1ccc(S(=O)(=O)Nc2cccc(SC)c2)cc1C(=O)N1CCOCC1
12	-9.6%[76.3 µM]	COc1ccccc1/C=C1\SC(=S)N(CC(=O)NC2CCS(=O)(=O)C2)C1=O (centres undefined)
29	-4.1%[76.3 µM]	COc1ccc(C(=O)Nc2ccccc2C(=O)Nc2ccncc2)cc1
33	-1.8%[76.3 µM]	COc1ccc(C(=O)OCCCOC(=O)c2ccc(OC)cc2OC)c(OC)c1
37	0.2%[76.3 µM]	COc1ccc(C(=O)Nc2ccccc2C(=O)NCC2CCCO2)cc1 (centres undefined)
48	6.1%	COc1cc(/C=C/C(=O)N[C@@H](Cc2c[nH]c3ccccc23)C(=O)O)ccc1O
53	-5.0%	COCCN1CC(=O)N2C(c3cccc(OC)c3)c3[nH]c4ccccc4c3C[C@H]2C1=O (some centres undefined)
56	6.2%	COc1ccccc1NC(=O)Cc1nnc(SCC(=O)c2ccc(F)cc2)n1C
60	-9.3%	CCC(C)NC(=O)c1ccc2nc(-c3ccc(OC)c(OC)c3)c(-c3ccc(OC)c(OC)c3)nc2c1 (centres undefined)
64	0.1%	COc1ccc(C(C(=O)NC(C)(C)C)N(C(=O)CCC(=O)Nc2cc(C)on2)c2cccc(C)c2C)cc1 (centres undefined)
71	-0.7%	COCCn1nnnc1C(c1cccc(OC)c1OC)N1CCN(C(=O)c2ccco2)CC1 (centres undefined)
80	-10.9%	COc1ccc(-n2ccc(=O)c(C(=O)O)n2)c(OC)c1
